Bioassay records as filed in PubChem.
Cl transport mod – KCC2 cotransporter modulators, thallium flux, primary screen, cell-based, HEK293 KCC2, FluoZin-2 fluorescence, MLSMR. B-score of Tl+ flux slope (higher = more flux/activation; lower = inhibition) at 10 µM. Solute carrier family 12 member 5 (Homo sapiens), Q9H2X9. KCC2 cells, thallium flux FluoZin-2 fluorescence. hit rate 2.2% among 190,000. AID 1456, 2008;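 active = thallium flux slope and its plate-corrected score both differing from the plate sample mean at a set confidence after two filtering rounds, in either direction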;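 note: slope of fluorescence scaled to starting intensity during 10 to 20 s after thallium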
Thrombin inh – human alpha-thrombin inhibitors, primary screen, counter-screen for coagulation protease inhibitor project, biochemical, 1536-well, fluorogenic AMC substrate; Boc-VPR-AMC fluorogenic substrate cleavage; inhibition, % at 5 µM; hit rate 0.26% among 220,000; AID 1046, 2008;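 active = inhibition at or above 40%; inactive = inhibition below 40%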;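 note: 0% = enzyme with no compound and 100% = wells without enzyme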
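Test system: human alpha-thrombin protein / Dosing: one concentration per compound, 5 µM, with 0.2% DMSO / Medium: pH 7.5 Tris-saline with Tween 20 / Benchmarks: no-compound enzyme wells and no-enzyme blanks / Read-out basis: percent inhibition of thrombin substrate cleavage / Timing: reaction at room temperature / Measured by: fluorescence, ex 355 nm, em 460 nm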
PERK inhibitor – block of dimerizer-induced PERK translation repression, primary screen, PERK inhibitor project, CHO PERK-DD cells, SEAP luminescence, HTS. Eukaryotic translation initiation factor 2-alpha kinase 3 (Homo sapiens), Q9NZJ5. CHO PERK-DD fusion, SEAP luminescence translation reporter. inhibition, % at 5.6 µM. hit rate 0.17% among 220,000;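 active = inhibition above the mean inhibition of all tested compounds plus 3 SD, set separately per screening campaign, cut at about 2.9% in these data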;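 note: PERK kinase domain activated by AP20187 dimerizer at 100 nM; 0% = DMSO with dimerizer and 100% = rapamycin at 8.4 µM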
Target sequence (Q9NZJ5 whole entry, looked up, the tested form may be a part): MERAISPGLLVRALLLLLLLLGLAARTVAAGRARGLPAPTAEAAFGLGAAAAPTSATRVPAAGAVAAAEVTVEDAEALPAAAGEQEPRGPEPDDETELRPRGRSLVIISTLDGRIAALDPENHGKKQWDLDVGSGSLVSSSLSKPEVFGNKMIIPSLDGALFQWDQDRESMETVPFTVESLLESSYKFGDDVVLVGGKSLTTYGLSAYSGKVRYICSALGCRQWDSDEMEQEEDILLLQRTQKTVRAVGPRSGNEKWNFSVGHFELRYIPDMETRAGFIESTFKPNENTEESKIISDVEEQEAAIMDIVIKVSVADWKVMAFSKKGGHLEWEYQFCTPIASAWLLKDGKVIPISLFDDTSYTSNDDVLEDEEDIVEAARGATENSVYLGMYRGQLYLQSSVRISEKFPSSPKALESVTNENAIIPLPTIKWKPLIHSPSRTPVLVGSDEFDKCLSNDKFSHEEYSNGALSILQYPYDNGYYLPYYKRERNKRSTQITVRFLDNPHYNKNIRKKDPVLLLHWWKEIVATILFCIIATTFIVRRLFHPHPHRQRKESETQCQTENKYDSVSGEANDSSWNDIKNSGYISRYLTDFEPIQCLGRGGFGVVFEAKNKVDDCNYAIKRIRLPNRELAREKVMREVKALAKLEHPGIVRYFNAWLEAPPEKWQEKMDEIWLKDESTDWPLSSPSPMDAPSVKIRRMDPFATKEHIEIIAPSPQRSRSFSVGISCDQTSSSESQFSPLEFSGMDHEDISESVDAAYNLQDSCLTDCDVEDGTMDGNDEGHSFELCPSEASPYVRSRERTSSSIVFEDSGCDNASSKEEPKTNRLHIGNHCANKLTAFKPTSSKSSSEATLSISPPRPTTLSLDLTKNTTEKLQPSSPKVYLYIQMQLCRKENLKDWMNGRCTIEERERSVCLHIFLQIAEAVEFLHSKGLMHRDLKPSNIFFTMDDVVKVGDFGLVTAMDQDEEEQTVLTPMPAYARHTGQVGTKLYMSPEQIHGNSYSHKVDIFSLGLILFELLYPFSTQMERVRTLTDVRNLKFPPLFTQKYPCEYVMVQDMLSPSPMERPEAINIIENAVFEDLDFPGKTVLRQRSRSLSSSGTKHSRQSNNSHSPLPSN
Wee1 stabilizer – Wee1 degradation inhibitors, primary screen, cell-based, HeLa, Wee1K328M-luciferase, luminescence. reporter increase, % at 5 µM. Wee1-like protein kinase (Homo sapiens), P30291. hit rate 1.2% among 220,000. AID 1321, 2008. HeLa Luc-Wee1K328M stability; 100% = proteasome inhibitor MG132 effect;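 active = activation above the mean of all tested compounds plus 3 SD, set per screening run, cut at about 8.8% in these data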;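 note: cells exposed to compound for 20 h before luminescence read; 0% = DMSO alone and 100% = MG132 at 30 µM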
Furin inh – human furin inhibitors, primary screen, biochemical, fluorescence intensity. P09958. purified furin, fluorogenic substrate cleavage. inhibition, % at 30 µM. hit rate 0.061% among 220,000. AID 463115, 2010; in the data active = inhibition above about 25%; note: inactives centre near -15
p97 inhibitor – inhibitors of human p97 ATPase, primary screen, biochemical; Transitional endoplasmic reticulum ATPase (Homo sapiens), P55072; recombinant p97 ATPase, Kinase-Glo ATP luminescence, 3 h; inhibition, % at 8 µM; hit rate 0.42% among 220,000; AID 1481, 2009; in the data active = inhibition above about 15%;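 note: 0% = DMSO vehicle and 100% = wells lacking enzyme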
FXIa inh 1536 – human FXIa protease inhibitors, primary screen, biochemical, 1536-well | AID 798, 2007 | purified FXIa, Boc-Glu-Ala-Arg-AMC fluorogenic substrate | inhibition, % at 5 µM | hit rate 0.14% among 220,000 | Coagulation factor XI (Homo sapiens), P03951;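 active = inhibition of at least 40%; inactive = inhibition below 40%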;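 note: fluorescence of freed AMC excited at 355 nm; 0% = enzyme without compound and 100% = no enzyme blank; many of its hits are not listed in these tables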
FXIIa inh 1536 – human FXIIa protease inhibitors, primary screen, biochemical, 1536-well; Coagulation factor XII (Homo sapiens), P00748; purified FXIIa, Boc-QGR-AMC fluorogenic substrate, 2 h; inhibition, % at 5 µM; hit rate 0.3% among 220,000; in the data active = inhibition above about 40%;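 note: 0% = enzyme with no compound and 100% = blank without enzyme; many of its hits are not listed in these tables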
hK5 inh – human KLK5 protease inhibitors, primary screen, biochemical, 1536-well; Kallikrein-5 (Homo sapiens), Q9Y337; recombinant hK5, fluorogenic AMC substrate cleavage; inhibition, % at 5 µM; hit rate 0.59% among 210,000; AID 873, 2007;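 active = inhibition of 40% or more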;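 note: 0% = enzyme controls without compound and 100% = no-enzyme blanks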
Starred values were filed as active, the others as inactive; . = not tested or not shown; [ ] = another dose, or the depositor's remark. Hits appear at their usual frequency; any-hit rate near 4.4%.

SMILES | Cl transport mod | Thrombin inh | PERK inhibitor | Wee1 stabilizer | Furin inh | p97 inhibitor | FXIa inh 1536 | FXIIa inh 1536 | hK5 inh
COCCN1C(=O)C(=O)/C(=C(/O)c2cccc(OC)c2)C1c1ccco1 (stereo not drawn) | . | 4 | 1.9 | 3 | -8[20 µM] | 2 | 0 | 0 | -33
COc1ccc(/C=C/C(=O)OCC(=O)NCC2CCCO2)cc1 (stereo not drawn) | 1.1 | 0 | 1.4 | -3 | -15 | 4 | 2 | 4 | -5
O=C(O)C1CC=CCC1C(=O)NNc1c(Cl)cc(Cl)cc1Cl (stereo not drawn) | -1.1 | 4 | 0.7 | 0 | -16 | 6 | 16 | 10 | 9
CC1=C(C#N)C(c2ccc(O)cc2)C2=C(CCCC2=O)N1 (stereo not drawn) | 0.4 | -2 | 0.1 | 0 | -20 | 6 | -5 | 1 | -4
COc1ccc(C(F)(F)F)cc1N/C=C/c1nnnn1-c1ccc2ccccc2c1 | 0.14 | -4 | -0.5 | -1 | -14 | -4 | -2 | 0 | 0
COCCCNC(=O)CSC1=Nc2ccccc2C2=NC(Cc3c[nH]c4ccccc34)C(=O)N12 (stereo not drawn) | . | 6 | 1.3 | 3 | -11 | -1 | 1 | 16 | 36
CCC(Oc1ccccc1)C(=O)Nc1ccc(-c2nnc(-c3ccco3)o2)cc1 (stereo not drawn) | . | 9 | -1.0 | 1 | -12[20 µM] | -1 | 7 | 11 | 6
Cc1nc2sc3c(c2c2nc(-c4ccco4)nn12)CCCC3 | 0.0012 | 0 | -1.0 | -2 | -11 | 1 | 1 | 6 | 3
C=CCN=C1SC(C)(C)C(=O)N1S(=O)(=O)c1ccc(C)cc1 | 0.1 | -2 | 0.4 | -1 | -10 | 1 | -2 | 4 | -12
CC(C)c1ccccc1NC(=S)NCc1nc2ccccc2[nH]1 | -0.63 | 3 | 1.2 | 1 | -18 | 3 | -4 | 1 | -5
CCn1nc(C(=O)OC(C(=O)c2c[nH]c3ccccc23)c2ccccc2)c2ccccc2c1=O (stereo not drawn) | -0.11 | 0 | -2.3 | 2 | 0[20 µM] | -1 | 0 | 3 | -5
CCNc1c2c(nc3ccccc13)CC(C)(C)CC2=O | -0.3 | -1 | -1.1 | -2 | -7[20 µM] | -6 | 2 | 5 | -8
O=C(O)CNC(=O)c1nc(-c2ccccc2)n(-c2ccccc2)n1 | 0.73 | -1 | 0.1 | 4 | -25 | 4 | 7 | 5 | -3
O=C(N/N=C/c1c(O)n(Cc2ccco2)c(=O)[nH]c1=O)c1ccccc1 | -0.015 | -6 | -1.1 | 0 | 0 | 11 | -2 | -3 | -14
N#Cc1ccc(/C=N/NC(=O)c2cccc(S(=O)(=O)N3CCOCC3)c2)cc1 | 0.38 | -7 | 1.5 | -2 | -20 | 7 | -5 | 2 | -3
Cc1ccc2nc(Cl)c(C3CC(c4ccco4)=NN3C(=O)CCCC(=O)O)cc2c1 (stereo not drawn) | 0.67 | 2 | 1.3 | -2 | -16 | 2 | 4 | 8 | 3
CCN(CC)S(=O)(=O)c1ccc(C(=O)NCc2ccc(C)cc2)cc1 | -1.2 | 3 | 0.5 | -3 | -18[20 µM] | -1 | 6 | 15 | 2
CN(C)S(=O)(=O)c1ccc(C(=O)OCC(=O)Nc2ccccc2OC(F)F)cc1 | 0.63 | -7 | 0.1 | 1 | -17[20 µM] | -1 | -2 | 7 | -16
O=C(NC1CCCC1)c1cccc(Cn2cc([N+](=O)[O-])cn2)c1 | -0.18 | -1 | -0.9 | 3 | -19 | -3 | -1 | 3 | -11
Cc1ccc(NC(=S)NNC(=O)c2ccc(N3CCOCC3)c([N+](=O)[O-])c2)cc1C | -3.4 | 1 | 0.8 | 0 | -3 | 6 | 5 | 7 | -96
COc1cccc(C(=O)OCC(=O)c2c[nH]c3ccccc23)c1O | -0.53 | -5 | -0.3 | 1 | -4 | 5 | -5 | -1 | 1
CC1(C)CC(=O)c2cnc(NC(=O)CSc3nc4ccccc4o3)nc2C1 | 0.62 | -1 | 1.0 | 0 | -21[20 µM] | 4 | -3 | 2 | -12
CC(C)C[C@H](N)c1nnc(SCc2ccc(Cl)cc2)o1 | -0.45 | -10 | -0.3 | 6 | -8 | 2 | -2 | -1 | -3
COc1ccccc1-c1coc2c(CN3CCN(CCO)CC3)c(O)ccc2c1=O | 0.0034 | . | 0.3 | -5 | -24[20 µM] | 1 | . | . | .
CCCCC(=O)NCCNc1nc2c(c(=O)n(C)c(=O)n2C)n1Cc1ccccc1 | 0.08 | -5 | -0.8 | -1 | -23[20 µM] | -2 | -3 | 10 | -1
CCCn1nc(C(=O)Nc2ccc3nc(C)sc3c2)c2ccccc2c1=O | -0.023 | -7 | -0.2 | 0 | -7 | -5 | -7 | 0 | -11
COC(=O)C1CC(O)CN1C(=O)Nc1ccccc1 (stereo not drawn) | -1 | 0 | -0.2 | -2 | -24 | 5 | 2 | 7 | 20
CCN(CC)C(=O)CSc1nc2ccccc2c(=O)n1-c1ccccc1OC | . | 2 | -1.3 | 0 | -11[20 µM] | -4 | 11 | 13 | 6
O=C(CNCc1ccccn1)Nc1cc(S(=O)(=O)N2CCCCC2)ccc1Cl | -1.3 | 0 | -0.3 | -1 | -17 | 2 | -12 | 0 | -35
CCOc1cc(CNCCc2ccccc2)ccc1OCC(=O)NC(C)(C)C | -0.043 | -17 | -0.4 | 2 | -17 | 5 | 0 | 6 | -8
COc1ccc(CCNS(=O)(=O)c2ccc(F)cc2)cc1OC | -4.9 | -3 | 0.5 | 0 | -17 | 0 | 4 | -2 | 9
CCOC(=O)C1=C(C)NC(=S)N(C(C)=O)C1c1ccc(Cl)cc1 (stereo not drawn) | . | 0 | -0.6 | 1 | -12[20 µM] | -6 | 1 | 6 | -6
CC1(C)CC(=O)C(C2(O)C(=O)Nc3ccccc32)CO1 (stereo not drawn) | . | -7 | 0.8 | 2 | -31 | 4 | -4 | 0 | 2
COc1cc(OC)c(C(=O)Nc2cccc(C(C)=O)c2)cc1OC | 0.37 | 3 | -1.4 | 6 | -17[20 µM] | 3 | -1 | 7 | 1
COc1ccc(C(=O)Nc2cc(Cl)ccc2OC(=O)c2ccc(OC)cc2)cc1 | -0.017 | 3 | 0.6 | 3 | -18[20 µM] | 3 | 1 | 8 | -12
CC(=O)c1cccc(NC(=O)N2CCCC2C(=O)NC2CCCCC2)c1 (stereo not drawn) | 0.32 | 8 | -0.3 | 0 | -16 | 3 | 18 | 29 | 5
CCCc1nc2ccccc2c(=O)n1/N=C/c1ccc(O)cc1 | -0.92 | -1 | 0.2 | 2 | -10 | 7 | 6 | 13 | -11
O=C(CCCCl)NC(=S)Nc1ccc(CN2CCOCC2)cc1 | 1.8 | -4 | -0.1 | -2 | -6 | -10 | 2 | 15 | 28
O=C(Nc1ccc(N2CCCC2)c(Cl)c1)c1cccc(-c2cc3ccccc3oc2=O)c1 | 0.79 | -6 | 0.5 | 1 | -8 | 4 | 1 | 7 | -10
COC1=C/C(=C/c2c(N)n3nc(-c4ccc(C)cc4)sc3nc2=O)C=CC1=O | 9.8* | -11 | -0.1 | 2 | -8 | -1 | -1 | 8 | -1
CCOC(=O)C1CCN(C(=O)CSc2nccc(C)n2)CC1 | 0.54 | 6 | 1.7 | -1 | -26 | -1 | 1 | 10 | -2
Cc1c(CNC(=O)c2c([N+](=O)[O-])cnn2C)cnn1C | . | 1 | 0.2 | 4 | -28 | 6 | 3 | 11 | 24
COc1cnc(SCc2c(Cl)cccc2Cl)nc1Cl | . | 2 | -0.7 | 2 | -8[20 µM] | -3 | 1 | 10 | -4
Oc1ccc(Cl)cc1CNn1cnnc1 | . | 14 | -0.5 | -3 | -4 | 10 | 10 | 15 | 22
CCCCc1ccc(NC(=S)N2CCCC(C)C2)cc1 (stereo not drawn) | -0.3 | 3 | 1.7 | -2 | -18 | 0 | 1 | 12 | 0

At a glance, some entries already given.
SMILES | Cl transport mod | Thrombin inh | PERK inhibitor | Wee1 stabilizer | Furin inh | p97 inhibitor | FXIa inh 1536 | FXIIa inh 1536 | hK5 inh
CCCc1nc2ccccc2c(=O)n1/N=C/c1ccc(O)cc1 | -0.92 | -1 | 0.2 | 2 | -10 | 7 | 6 | 13 | -11
O=C(CCCCl)NC(=S)Nc1ccc(CN2CCOCC2)cc1 | 1.8 | -4 | -0.1 | -2 | -6 | -10 | 2 | 15 | 28
O=C(Nc1ccc(N2CCCC2)c(Cl)c1)c1cccc(-c2cc3ccccc3oc2=O)c1 | 0.79 | -6 | 0.5 | 1 | -8 | 4 | 1 | 7 | -10
COC1=C/C(=C/c2c(N)n3nc(-c4ccc(C)cc4)sc3nc2=O)C=CC1=O | 9.8* | -11 | -0.1 | 2 | -8 | -1 | -1 | 8 | -1
CCOC(=O)C1CCN(C(=O)CSc2nccc(C)n2)CC1 | 0.54 | 6 | 1.7 | -1 | -26 | -1 | 1 | 10 | -2
Cc1c(CNC(=O)c2c([N+](=O)[O-])cnn2C)cnn1C | . | 1 | 0.2 | 4 | -28 | 6 | 3 | 11 | 24
COc1cnc(SCc2c(Cl)cccc2Cl)nc1Cl | . | 2 | -0.7 | 2 | -8[20 µM] | -3 | 1 | 10 | -4
Oc1ccc(Cl)cc1CNn1cnnc1 | . | 14 | -0.5 | -3 | -4 | 10 | 10 | 15 | 22
CCCCc1ccc(NC(=S)N2CCCC(C)C2)cc1 (stereo not drawn) | -0.3 | 3 | 1.7 | -2 | -18 | 0 | 1 | 12 | 0

(listing goes on)
SMILES | Cl transport mod | Thrombin inh | PERK inhibitor | Wee1 stabilizer | Furin inh | p97 inhibitor | FXIa inh 1536 | FXIIa inh 1536 | hK5 inh
Cc1ccc(S(=O)(=O)NCCCCCC(=O)N(C)C)cc1 | . | -3 | -0.1 | 0 | -18 | 2 | 5 | 12 | -1
O=C(COc1ccc(Cl)cc1)OCC(=O)N1CCCC1 | 0.67 | 1 | 0.0 | -2 | 0 | -7 | -5 | 12 | -14
O=C(Nc1nnc(-c2ccc(Cl)cc2)o1)Nc1ccccc1F | . | 1 | 1.3 | 13* | -11 | 1 | 0 | 8 | -19
COc1ccccc1N(CC(=O)Nc1ccccc1C(=O)NCC(C)C)S(C)(=O)=O | 0.1 | -6 | -1.3 | 0 | -17[20 µM] | -1 | 17 | 20 | -13
O=C(c1ccc2c3n(nc2c1)-c1ccc(Cl)cc1CO3)N1CCOCC1 | -1.8 | -3 | . | . | -25 | . | 3 | 6 | 4
